# NADH coupling = inhibitors of enzymes used to reach an NAD/NADH endpoint; coupled PK/LDH NADH assays, four targets; IC50, µM (highest dose often 10 µM), for the others: at the highest dose inhibition; 0.02% of 65,000 active;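 active means single-dose screening hits from any of four coupled enzyme assays that gave an IC50 when retested across doses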;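 further: the DPM-DC format reads NADH fluorescence rather than 340 nm absorbance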
# RORa activator = RORA (human) activation | 1.5% of 65,000 active | P35398 | activation, % at 10 µM | CHO-K1 Gal4-RORA LBD luciferase reporter, luminescence; percent increase over mock-subtracted basal signal;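 active means activation above the mean of all tested compounds plus 3 SD, cut at about 49% in these data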;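 further: 0% = DMSO-treated RORA cells and 100% = added signal equal to DMSO minus mock-transfected cells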
# Target sequence (P35398 whole entry, looked up, the tested form may be a part): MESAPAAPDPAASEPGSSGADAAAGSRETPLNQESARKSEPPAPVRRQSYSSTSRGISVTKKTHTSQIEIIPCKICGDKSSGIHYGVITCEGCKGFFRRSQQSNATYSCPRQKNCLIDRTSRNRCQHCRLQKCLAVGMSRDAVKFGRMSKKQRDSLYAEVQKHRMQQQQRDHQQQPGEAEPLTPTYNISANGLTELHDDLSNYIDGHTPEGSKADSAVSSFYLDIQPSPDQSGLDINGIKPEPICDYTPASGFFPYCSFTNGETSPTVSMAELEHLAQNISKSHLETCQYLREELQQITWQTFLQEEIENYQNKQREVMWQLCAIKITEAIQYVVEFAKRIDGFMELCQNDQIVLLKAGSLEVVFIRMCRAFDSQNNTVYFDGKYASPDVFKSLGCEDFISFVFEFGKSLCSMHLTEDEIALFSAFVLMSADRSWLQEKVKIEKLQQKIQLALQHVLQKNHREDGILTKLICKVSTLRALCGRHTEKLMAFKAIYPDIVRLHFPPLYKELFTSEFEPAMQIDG
# Fluor 339 460 = intrinsic fluorescence of library compounds, ex339/em460 – biochemical, MLSMR library, data from DPM-DC assay, artefact control, profiling panel. compound autofluorescence, ex339/em460 nm, NADH buffer; hits give high values; 1 = no-compound wells, NADH background. 5.5% of 65,000 active. AID 709. fluorescence fold increase at 10 µM;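 active means at 10 µM, mean starting fluorescence two-fold or more over control wells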;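 further: signal is the first read of a kinetic run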
# TNAP act mid DEA = activators of human TNAP at intermediate phosphate acceptor; activation factor at 20 µM; purified TNAP, CDP-star luminescence, 100 mM DEA, 30 min; hits give high values; scale: 0 levamisole-inhibited, 1 vehicle-only enzyme; P05186; AID 813; 64,000 tested, under 10 active;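 active means activation factor of at least 2 at 20 µM, relative to controls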
# Abs 340nm = absorbance at 340 nm; AID 708; fold change at 10 µM; 65,000 tested, under 10 active; compound absorbance at 340 nm, fold over control;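 active means at 10 µM dose, initial 340 nm absorbance at least 2 fold that of control wells; inactive means change under 2 fold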;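 further: initial absorbance extrapolated from kinetic A340 decline of NADH oxidation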
# 5HT1a antag = antagonists of human 5-HT1a serotonin receptor | P08908 | CHO 5-HT1a Ga15 NFAT-bla reporter, antagonist mode | inhibition, % at 10 µM | 0.68% of 62,000 active | AID 612;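 active means inhibition above the mean of all tested compounds plus 3 SD, cut at about 43% in these data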;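 further: receptor stimulated by 5-CT agonist at 100 nM near EC80; beta-lactamase reporter measured by ratiometric fluorescence of a cleavable substrate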
# Target sequence (P08908 whole entry, looked up): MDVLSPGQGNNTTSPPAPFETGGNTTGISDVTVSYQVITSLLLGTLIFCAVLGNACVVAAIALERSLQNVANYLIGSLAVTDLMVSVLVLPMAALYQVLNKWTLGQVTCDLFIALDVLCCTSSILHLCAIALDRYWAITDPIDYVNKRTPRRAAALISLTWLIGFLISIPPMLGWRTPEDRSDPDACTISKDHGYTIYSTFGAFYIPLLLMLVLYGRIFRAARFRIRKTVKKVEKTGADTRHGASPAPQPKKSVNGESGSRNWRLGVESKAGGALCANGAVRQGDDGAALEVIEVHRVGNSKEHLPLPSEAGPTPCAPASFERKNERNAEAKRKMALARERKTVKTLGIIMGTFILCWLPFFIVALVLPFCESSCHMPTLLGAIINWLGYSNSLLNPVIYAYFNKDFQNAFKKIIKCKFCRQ
# MMP-13 inhibitor = blocks human MMP13 activity; AID 570; 0.07% of 65,000 active; inhibition, % at 4 µM; MMP-13 fTHP FRET cleavage, Mca fluorescence;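 active means inhibition above the mean of compound-free control plate wells plus 3 SD, cut at about 14% in these data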;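 further: 0% = DMSO wells and 100% = wells with reference MMP-13 inhibitor after basal subtraction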
# SF-1 act = activators of human nuclear receptor SF-1; CHO-K1 Gal4-SF-1 LBD luciferase reporter; % increase over DMSO SF-1-specific signal; Q13285; activation, % at 10 µM; AID 522; 1.9% of 65,000 active;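 active means activation above the mean activation of all tested compounds plus 3 SD, cut at about 50% in these data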
#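 Test system: CHO-K1 cells with Gal4–hSF-1 LBD chimera plus Gal4-driven luciferase; Input: 4,000 cells/well; Compound: 10 µM only; Times: 20 h compound treatment, 37 °C; Measured by: steady-glow luciferase luminescence, read after 15 min reagent incubation; Measure: percent activation versus DMSO; Control set: DMSO and mock-transfected background; Replicates: one test per compound.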
# HTR1A agonist = 5-HT1a (human) receptor agonism. 0.56% of 65,000 active. activation, % at 10 µM. CHO 5-HT1a Ga15 NFAT-bla reporter, FRET ratio; 0% basal, 100% maximal reference agonist. P08908;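 active means activation above the screen-wide mean activation plus 3 SD, cut at about 19% in these data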;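 further: 0% = DMSO wells and 100% = 5-CT at EC100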
# Starred values were filed as active, the others as inactive; / = no result given; [ ] = remark or other dose.
SMILES,NADH coupling,RORa activator,Fluor 339 460,TNAP act mid DEA,Abs 340nm,5HT1a antag,MMP-13 inhibitor,SF-1 act,HTR1A agonist
C=CCn1c(SCC(=O)Nc2ccc3c(c2)OCCO3)nnc1-c1ccccn1,2%,-4,1.1,1,1.1,-9,-4,-8,-3.3
CCn1cc(C(=O)NCc2ccc3c(c2)OCO3)c(=O)c2ccc(C)nc21,5%,-15,1.1,1,1.1,4,-2,1,-3.0
CCCOC(=O)/C(C(N)=NCc1ccccc1)=C(\O)OCCC,4%,-24,0.94,1,1,1,2,15,-4.7
COC(=O)c1cc(Br)ccc1-c1ccc(/C=N/n2nnnc2N)o1,3%,-18,1.1,0.9,1,-10,-9,-16,-2.9
CC1(C)CC(=O)C2=C(C1)OC(N)=C(C#N)C2C#Cc1ccccc1 (configuration not stated),3%,3,1,0.9,0.97,-3,-2,-2,-0.7
CCOc1ccc2nc3ccc4[nH]onc4c3c2c1,1%[fluoresces],12,2.3*,1.1,1,11,-3,-1,3.5
CCC1CCc2sc(C(=O)O)cc2C1 (configuration not stated),4%,4,1.1,1,1.1,-2,-1,-3,-1.1
Cc1cccc2cc(CN(CCN3CCOCC3)C(=O)NCc3ccccc3)c(=O)[nH]c12,8%,-8,1.3,1,1,1,1,19,-4.7
O=C1NC(Nc2ccccn2)(C(F)(F)F)C(=O)N1c1ccc(F)cc1 (configuration not stated),3%,-8,1,0.9,0.99,-2,-5,7,-2.6
CC1CCN(c2oc(Cc3cccc4ccccc34)nc2C#N)CC1,6%,18,1.1,0.9,0.98,18,-16,8,-0.5
O=C1c2cccnc2C(=O)N1Cc1ccco1,7%,2,1.1,1,1.1,-6,2,-20,-0.4
CCOc1ccc(CN2CCC(C(=O)N3CCN(c4ccccc4F)CC3)CC2)cc1OC,7%,-9,1.1,0.9,0.98,-2,2,6,5.7
CCCn1c(N2CCN(CC(=O)Nc3ccc4c(c3)OCCO4)CC2)nc2ccccc21,3%,-3,1,0.9,0.99,-10,-6,7,1.5
CCCCn1c(SCC(=O)NCc2ccccc2)nc2ccc(N3CCOCC3)cc2c1=O,5%,-8,2.2*,0.9,1,-3,-29,13,-0.1
CC1CCCCC1NC(=O)c1cc2c(s1)CS(=O)(=O)C2 (configuration not stated),7%,-16,1.1,1,0.99,-2,0,7,0.8
O=C(O)c1ccc(NS(=O)(=O)c2ccc(Cl)c(Cl)c2)cc1O,0%,6,1.1,0.9,1.1,-10,3,0,0.8
Cc1nc(N2CCCC2)c2ccsc2n1,6%,-10,1.1,0.9,0.97,-1,-8,0,-1.1
CCCCOC(=O)C1=C(C)Nc2ncnn2C1c1cc(OC)c(OC)cc1OC (configuration not stated),6%,4,1.1,0.9,1,4,-3,-8,-1.8
C/C(=N\O)C(C)/[N+]([O-])=C/c1nc(C)c(C)n1O (configuration not stated),3%,-3,1,1.1,1.2,-12,0,-2,-0.4
CCc1ccc2c(c1)c1nc(C)sc1n2CC,0%,-16,1.1,0.8,1.1,-5,2,-16,-0.8
COc1ccc(NC(=O)C2CCN(S(=O)(=O)c3ccc(OC)c(OC)c3)CC2)c(OC)c1,2%,-6,1,0.9,1,-3,0,-7,0.3
CCOC(=O)c1c(NC(=O)c2cccs2)sc2c1CCN(C(=O)OCC)C2,2%[fluoresces],-17,2*,0.9,1,24,-6,-1,-0.5
Cc1ccc(C)c(N2CCN(C(=O)C3CCN(S(=O)(=O)c4c(C)noc4C)CC3)CC2)c1,4%,-39,1,0.9,0.99,5,4,-40,-1.1
Cc1cccc(N2CC3=C(C2=O)C(c2ccccc2)NC(=O)N3C)c1 (configuration not stated),6%,5,1.2,0.9,1,2,2,-4,-4.9
O=C(Cc1ccccc1)NCCSCc1ccco1,8%,/,0.94,1,1,/,/,/,/
CCN(CC)C(=O)c1sc2nc(-c3ccncc3)[nH]c(=O)c2c1C,11%[fluoresces],-2,5*,/,1.1,-4,-20,-7,3.2
COc1ccc(-n2c(=O)[nH]cc(C(=O)Nc3ccc(NC(C)=O)cc3)c2=O)cc1,2%,-11,1,0.9,1,-9,-2,-12,-5.0
COc1ccc(C2C=C(c3ccc(C)c(C)c3)Nc3ncnn32)c(OC)c1OC (configuration not stated),4%,-14,1.4,0.9,1.1,15,-9,26,-3.5
COc1ccccc1NC(=O)C(Cc1ccc(Cl)cc1)c1nn[nH]n1 (configuration not stated),6%,13,1,1,0.98,-12,3,0,-1.0
c1ccc(Cc2nc(-c3ccccn3)no2)cc1,4%,61*,1.1,1,1.1,-5,3,23,1.3
O=C1CSC(c2ccncc2)N1Cc1ccco1 (configuration not stated),3%,0,1.1,1,1.1,4,1,16,-2.3
O=C(COc1ccccc1)Nc1ccccc1N1CCN(c2ccccc2)CC1,1%,-11,1,0.9,0.98,12,1,-8,-2.5
O=C(O)C1CCCCN1S(=O)(=O)c1ccc(Cl)s1 (configuration not stated),6%,-11,1,1,1.1,0,0,20,-0.1
O=C(Cc1ccc(-c2ccccc2)cc1)N1CCOCC1,1%,-8,1.1,1,1.1,20,5,4,-3.1
O=C(O)CC1NC(=O)N(c2ccccc2)C1=O (configuration not stated),1%,-2,1.1,0.9,0.99,-3,5,-5,-4.5
COc1ccc2cc3cc(C(=O)Nc4ccc5c(c4)OCCO5)oc3nc2c1,7%,13,2.1*,0.9,1.1,2,-6,-13,3.4
COc1cccc(C(=O)COC(=O)C(C)N2C(=O)c3ccccc3C2=O)c1 (configuration not stated),2%,10,1.1,1,1,-6,1,12,0.3
Cc1cc(N2CCN(C(=O)c3ccco3)CC2)n2ncnc2n1,20%,-27,1.1,/,1,1,-2,-3,-3.5
Cc1cc(=O)cc(C)n1-c1ccc2c(c1)nc(C)n2-c1ccccc1,2%,-4,1.1,1,1,-16,1,9,-2.3
CCOC(=O)C1=C(C)NC2=C(C(=O)c3ccccc32)C1c1cccnc1 (configuration not stated),2%,7,1.1,1,1,-8,4,6,3.3
CCOc1ccc(-c2nnc(-c3cccnc3)o2)cc1OCC,13%,-1,1.4,0.9,1,6,-9,-4,-2.8
CN1C2C=C3C(C#N)=C(N)C(C#N)(C#N)[C@@H](c4ccsc4)[C@@H]3C1CC2 (some centres not stated),1%,-3,1.2,1,1,/,-10,-12,-1.4
O=C(CN1CCC(n2nnc3cc(C(F)(F)F)ccc32)CC1)N1CCc2ccccc21,7%,0,1.1,0.9,0.99,-6,3,-10,-1.7
Clc1ccc(Cn2nnc(-c3ccc(N4CCOCC4)cc3)n2)cc1,6%,15,1.1,1,1,-1,2,-6,-1.0
CCOC(=O)C1CCCN(c2nc3ccccc3nc2C(C#N)C(=O)NCc2ccccc2)C1 (configuration not stated),2%,2,1.1,0.9,0.98,39,8,-11,-4.2
O=S(=O)(Nc1ccc2c(c1)nc1n2CCN(Cc2ccccc2)C1)c1ccccc1,3%,2,1.8,0.9,1,1,-8,-8,-1.0
Cn1c(=O)cc(SCC(=O)N2CCN(Cc3ccc4c(c3)OCO4)CC2)c2ccccc21,9%,0,1.2,1,1,-16,-2,7,3.6
COc1ccccc1C(=O)Nc1c(C)n(C)n(-c2ccccc2)c1=O,7%,8,1.1,0.9,1,-6,7,-4,0.0
C=CCN(C(=O)CCC(=O)O)C1CC(=O)N(c2ccc(OCCC)cc2)C1=O (configuration not stated),2%,-3,1.1,0.9,1,/,-2,-6,-1.0
COc1ccccc1CCNC(=O)c1cnn2c(C(F)F)cc(C)nc12,10%,2,1.1,1,1.1,0,-1,-19,-0.2
c1c2c(cc3sc(N4CCOCC4)nc13)OCCO2,10%,-69,1.1,0.9,0.98,0,1,-65,2.1
Cn1c2ccccc2c2c(C(=O)NCC3CCCO3)cn(C3CCCC3)c(=O)c21 (configuration not stated),11%[fluoresces],-9,2.1*,0.9,1.1,4,-23,-6,0.2
COC(=O)C1=C(N)OC2=C(C(=O)CC(C)(C)C2)C1c1cccs1 (configuration not stated),1%,-1,1.1,1,1.1,3,2,-12,2.1
COc1ccc(-c2nnc(SC)n2C)cc1,4%,-4,1,0.9,1,-6,4,9,-0.7
CCOC(=O)c1c(C)c(C(=O)NC(C)COC)c(C)n1C (configuration not stated),3%,-5,1,0.9,0.99,6,3,0,-3.3
OCC1N=C(c2ccccn2)OC1c1ccccc1 (configuration not stated),6%,-14,1.1,0.9,1,-2,-6,6,-2.2
O=C(NCCCc1ccccc1)C1CC(=O)N(c2ccc3c(c2)OCCO3)C1 (configuration not stated),3%,-12,1,0.9,0.98,3,1,4,-5.0
O=C(Nc1ccccc1-c1nc2ccccc2o1)c1ccc2c(c1)OCCO2,4%[fluoresces],-8,3.3*,0.9,1,-18,0,-3,-3.0
Cc1cccc(-n2nnc(C(=O)NC3CCCc4ccccc43)c2N)c1 (configuration not stated),3%,5,1,0.9,0.98,3,5,16,-0.9
COc1ccc(CNC(=O)CN2CCC(C(=O)c3ccc(OC)cc3)CC2)cc1,6%,-2,1,0.9,1,-2,-4,9,-1.1

# (list continues)
SMILES,NADH coupling,RORa activator,Fluor 339 460,TNAP act mid DEA,Abs 340nm,5HT1a antag,MMP-13 inhibitor,SF-1 act,HTR1A agonist
Cn1c(/N=C/c2c[nH]c3ccccc23)nc2ccccc21,5%,14,1.1,0.8,1.1,6,1,28,-1.3
CCOC(=O)CNC(=O)CNC(=O)c1ccc(OC)cc1,1%,-9,1,0.9,1,/,1,-8,0.4
O=C(Nc1ccc2c(c1)OCCO2)NC12CC3CC(CC(C3)C1)C2,8%,77*,1.1,0.9,1,27,3,75*,-1.2
Cc1nc(NCCN2CCOCC2)c2nnn(Cc3ccccc3Cl)c2n1,3%,4,1.1,1,0.98,-12,3,2,-1.2
COc1cc(OC)cc(C(=O)Nn2c(C)nc3ccccc3c2=O)c1,5%,-7,1.1,0.9,1,-14,-5,14,-0.7
Cc1cc2ccccc2c(=O)n1CC(=O)NCC(=O)N1CCN(c2ccccc2F)CC1,5%,-11,1.6,0.9,0.99,-1,-6,11,-2.0
COC(=O)[C@@H](NC(=O)Nc1ccc(OC)cc1)C(C)C,1%,2,1.1,0.9,1.1,11,3,0,0.2
CC1=C(C(=O)OC2CCCCC2)C(c2ccc(C)o2)C2=C(CCCC2=O)N1 (configuration not stated),2%,9,1.1,0.9,1,25,2,23,-2.0
CC(NC(=O)c1ccco1)C(=O)OCc1cccc(Cl)c1 (configuration not stated),5%,-31,1.1,1,1,13,2,8,-6.4
CSc1cccc(NC(=O)C2CCN(S(=O)(=O)c3ccc(F)cc3)CC2)c1,0%,-4,1,0.8,0.99,14,-2,-6,-1.3
COCCCNC(=O)c1ccccc1SC,5%,11,1.1,1,1,16,-3,-5,-0.9

# Exported with values under each structure: entries from further up
# Values run as follows: NADH coupling	RORa activator	Fluor 339 460	TNAP act mid DEA	Abs 340nm	5HT1a antag	MMP-13 inhibitor	SF-1 act	HTR1A agonist
> CC1=C(C(=O)OC2CCCCC2)C(c2ccc(C)o2)C2=C(CCCC2=O)N1 (configuration not stated)
 : 2%	9	1.1	0.9	1	25	2	23	-2.0
> Cn1c(/N=C/c2c[nH]c3ccccc23)nc2ccccc21
 : 5%	14	1.1	0.8	1.1	6	1	28	-1.3
> CCOC(=O)CNC(=O)CNC(=O)c1ccc(OC)cc1
 : 1%	-9	1	0.9	1	/	1	-8	0.4
> COc1cc(OC)cc(C(=O)Nn2c(C)nc3ccccc3c2=O)c1
 : 5%	-7	1.1	0.9	1	-14	-5	14	-0.7

# Screening results as filed in PubChem BioAssay.
